High-throughput results as filed in PubChem BioAssay.
HCV core dimer: blocks dimerization of HCV core protein. TR-FRET GST/Flag-core106 dimerization, 1536-well. inhibition, % at 5 µM. 0.33% of 300,000 active. AID 1899;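 active = inhibition above the mean of all tested compounds plus 3 SD, set per screening campaign, cut at about 45% in these data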
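System – GST-tagged and Flag-tagged HCV core protein residues 1-106 · Repeats – one well for each compound · Technique – TR-FRET 671 and 617 nm emission · Doses – one concentration, 5 µM, in 0.5% DMSO · Times – 4 h, 22.5 °C incubation · Also added – Eu donor and XL665 acceptor anti-tag antibodies · Measure – percent inhibition of core106 dimerization signal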
VLA-4 inh: inhibition in a human VLA-4 binding assay. 0.2% of 330,000 active. VLA-4 expressing cells, ligand binding flow cytometry. inhibition, % (about 7 µM as worked out from the volumes in the protocol); in the data active = inhibition above about 50%
PP1 inh: counter-screen for PP5 inhibitors: inhibitors of human PP1-alpha | P62136 | 0.9% of 320,000 active | inhibition, % at 6.7 µM | purified PP1alpha, OMFP fluorescence;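 active = inhibition above the mean inhibition of all tested compounds plus 3 SD, computed separately for each screening campaign, cut at about 15% in these data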
GRK2 aptamer HTS: human GRK2 inhibition via aptamer displacement; P25098; bead flow cytometry, FAM-aptamer displacement from GRK2; inhibition of aptamer binding, % at 10 µM; 0.59% of 330,000 active; AID 488847;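 active = inhibition of aptamer binding above 40%, roughly 3 SD of noise, on plates passing a quality check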;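 also: median bead fluorescence of bound FAM aptamer so fluorescent compounds give negative values; no value below 0 was filed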
Fh CTSL1 inh: cathepsin L1 inhibition, PFM18AAP counter-screen. recombinant F. hepatica cathepsin L1, Z-Leu-Arg-MCA fluorescence. inhibition, % at 5.96 µM. 0.49% of 300,000 active. AID 1906;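 active = inhibition above the mean of all tested compounds plus 3 SD, set per screening campaign, cut at about 17% in these data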;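 also: 0% = plate median of test compound wells and 100% = 1 µM Z-Phe-Ala-diazomethylketone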
GASC-1 inh: human JMJD2C demethylase inhibition; Q9H3R0; GST-JMJD2C(1-420) H3K9me3 demethylation, DELFIA europium; inhibition, % at 2.35 µM; 0.069% of 330,000 active; AID 2099;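 active = more than half of a compound's replicate wells show inhibition beyond 50%, single wells judged on their own value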;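 also: signal counts dimethyl H3K9 product captured on neutravidin plate; 0% = median of DMSO wells and 100% = 0.3 times that DMSO median; strong numbers were not always called active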
Target sequence (Q9H3R0 1-420 limits assumed): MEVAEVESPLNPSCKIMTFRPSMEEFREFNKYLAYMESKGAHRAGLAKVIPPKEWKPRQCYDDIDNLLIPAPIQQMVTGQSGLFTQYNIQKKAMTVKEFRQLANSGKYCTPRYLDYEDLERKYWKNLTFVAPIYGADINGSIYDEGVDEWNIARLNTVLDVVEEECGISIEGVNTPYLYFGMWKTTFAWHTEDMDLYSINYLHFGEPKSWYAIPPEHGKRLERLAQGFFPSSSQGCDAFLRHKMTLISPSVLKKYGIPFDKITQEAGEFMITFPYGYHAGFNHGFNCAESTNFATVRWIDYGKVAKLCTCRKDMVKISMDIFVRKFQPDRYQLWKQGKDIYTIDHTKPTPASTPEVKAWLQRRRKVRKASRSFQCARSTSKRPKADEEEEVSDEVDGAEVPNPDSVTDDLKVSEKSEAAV
procasp7 counter: counter-screen for procaspase-3 activators: activators of human procaspase-7; P55210; recombinant procaspase-7, Ac-DEVD-pNA absorbance 405 nm; D23A/D198A/D206A triple mutant, cannot self-cleave; scale: DMSO 0, 5 µM enzyme 100; activation, % at 8.5 µM; 0.093% of 330,000 active; AID 463210;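 active = percent activation above the screen-wide mean plus 3 SD, cut at about 25% in these data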
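System: Uncleavable procaspase-7 mutant enzyme; Amount: 2 µM procaspase-7 mutant as dispensed; Schedule: 1 h compound preincubation, 2 h substrate cleavage, 25 °C; Measured by: 405 nm absorbance of p-nitroaniline; Evaluation: percent activation from buffer-corrected 0–120 min absorbance change; Control set: low DMSO alone, high DMSO plus 5 µM PC-7.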
procasp3 activ: activates human procaspase-3. 0.11% of 330,000 active. AID 463141. activation, % at 8.5 µM. P42574. recombinant procaspase-3 D3A, Ac-DEVD-pNA absorbance 405 nm;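 active = activation above the mean of all tested compounds plus 3 SD, cut at about 21% in these data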;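 also: 0% = DMSO alone and 100% = DMSO wells spiked with extra 5 µM PC-3 D3A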
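Test system: Procaspase-3 D3A mutant; medium: Zinc-free HEPES/NaCl buffer with 0.01% Triton X-100 at pH 7.4; reagent: DEVD-pNA substrate; doses: one concentration, 8.5 µM nominal, 0.8% DMSO; times: 1 h preincubation plus 2 h reaction at 25 °C; signal: Epi-absorbance at 405 nm of released p-nitroaniline, 0 and 120 min; replicates: singlicate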
PP5 inh: blocks human protein phosphatase 5 activity. purified PP5c, OMFP substrate fluorescence. inhibition, % at 6.7 µM. 0.18% of 320,000 active;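 active = inhibition above the campaign's mean inhibition across all tested compounds plus 3 SD, cut at about 9.5% in these data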;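 also: 0% = DMSO only and 100% = 100 µM cantharidin control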
Target sequence (P53041 whole entry, looked up): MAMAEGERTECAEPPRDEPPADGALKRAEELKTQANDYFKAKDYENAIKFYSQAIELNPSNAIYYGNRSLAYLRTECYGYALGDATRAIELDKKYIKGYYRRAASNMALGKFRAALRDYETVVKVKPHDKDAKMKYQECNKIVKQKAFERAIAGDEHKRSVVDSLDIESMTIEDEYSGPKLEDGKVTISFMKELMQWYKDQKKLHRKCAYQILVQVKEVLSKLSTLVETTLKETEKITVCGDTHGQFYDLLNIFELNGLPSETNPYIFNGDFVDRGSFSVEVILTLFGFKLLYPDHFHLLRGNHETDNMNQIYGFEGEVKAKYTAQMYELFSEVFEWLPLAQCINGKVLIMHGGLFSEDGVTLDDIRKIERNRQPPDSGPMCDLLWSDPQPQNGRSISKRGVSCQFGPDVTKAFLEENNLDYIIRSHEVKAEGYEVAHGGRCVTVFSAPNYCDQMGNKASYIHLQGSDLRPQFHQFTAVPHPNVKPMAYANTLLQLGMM
Active calls of the source: *; . = not tested or not shown. An excerpt, so the mix of outcomes need not match the whole.

SMILES | HCV core dimer | VLA-4 inh | PP1 inh | GRK2 aptamer HTS | Fh CTSL1 inh | GASC-1 inh | procasp7 counter | procasp3 activ | PP5 inh
CCS(=O)(=O)NCc1nnc2n1-c1ccc(Cl)cc1C(c1ccccc1)=NC2 | 0 | 10 | -2 | 0 | -4 | 4 | 8 | 4 | -0.9
Cn1c(O)c(/C=C/C=Nc2ccccc2)c(=O)n(C)c1=O | -4 | 11 | 4 | 0 | 5 | 11 | -11 | -11 | 2.5
Cc1ccc(-c2nc3ccccc3c(=O)n2-c2ccccn2)cc1 | -5 | 7 | -1 | 0 | 0 | -2 | 5 | 4 | 0.4
O=[N+]([O-])c1c2ccccc2cc2ccccc12 | . | 13 | 2 | 2 | . | -1 | -1 | -8 | 4.1
COC(=O)c1cccc(NC(=O)N2C[C@H]3C[C@@H](C2)c2cccc(=O)n2C3)c1 | 0 | -13 | -4 | 0 | 2 | . | 17 | 15 | 3.0
Cc1c2cnn(CC(=O)N3CCC4(CC3)OCCO4)c(=O)c2c(C)n1Cc1ccccc1 | -4 | 10 | 4 | 1 | 1 | -1 | 12 | 12 | 1.4
CC(=O)NCC(=O)Nc1ccc(Br)cc1C(=O)c1ccccc1 | -3 | -8 | -2 | 1 | 1 | 0 | 7 | -3 | 2.0
CCOc1cc2c(cc1OCC)-n1cccc1C(c1cc(OC)ccc1F)NC2 (configuration not stated) | -6 | 13 | 3 | 0 | 0 | 0 | 4 | -3 | 1.1
COc1cc2c(cc1OC)C(C(=O)N1CCC3(CC1)OCCO3)C(c1ccccc1F)N(C)C2=O (configuration not stated) | -9 | -10 | -1 | 0 | -3 | -13 | 4 | -4 | -0.2
Cc1oc(-c2ccccc2Cl)nc1CN1C(=O)CN=C(c2ccccc2)c2ccccc21 | 9 | 9 | 5 | 0 | -2 | -4 | 4 | 11 | 3.2
CSc1ccc(CN2CCN(c3ccccc3C)CC2)cc1 | -8 | 0 | 1 | 0 | 1 | 2 | -2 | 5 | 2.5
[N-]=[N+]=NCCN1CCC(O)CCC1=O (configuration not stated) | -12 | -2 | -1 | 0 | -1 | 0 | 6 | -11 | 0.1
CC[C@H]1CN(C)C[C@@]2(C(=O)OC)Cc3c([nH]c4ccccc34)C(=O)C[C@@H]12 | -1 | -46 | -5 | 2 | 2 | -2 | 4 | -1 | 1.3
COC(=O)C1=C(c2ccc(F)cc2OCc2ccccc2)C[C@@H]2CC[C@H]1N2C(=O)NCc1ccc2c(c1)OCO2 | . | 16 | 11 | 0 | . | 2 | 3 | -2 | 1.6
Cc1ccc(N=C(N(C)C)P(=O)(N(C)C)N(C)C)cc1 | -7 | 17 | -3 | 0 | -5 | -2 | 7 | -3 | 2.9
Cc1cccc(-n2c(CN3C(=O)c4ccccc4C3=O)nc3ccccc3c2=O)n1 | -12 | 4 | -6 | 1 | -6 | . | 2 | 2 | 3.3
CCN1CCN(c2cn[nH]c(=O)c2Cl)CC1 | 0 | 0 | 0 | 0 | 5 | -36 | 0 | 3 | 0.3
COC(=O)C1=C(c2cccc(OCc3ccccc3)c2)C[C@@H]2CC[C@H]1N2C(=O)NCc1cc(C)oc1C(F)(F)F | . | 3 | 6 | 0 | . | -5 | -3 | 3 | 5.4
CCOC(=O)Cc1csc(NC(=O)c2c(O)c3ccccc3n(CCC(C)C)c2=O)n1 | -2 | 2 | 8 | 0 | -1 | 2 | -7 | 8 | 1.8
CCOc1ccc(N2C(=O)/C(=C/c3ccc(C)o3)C(=O)NC2=S)cc1 | 31 | 13 | 4 | 0 | -8 | 6 | -28 | -5 | 4.0

An excerpt from further up:
SMILES | HCV core dimer | VLA-4 inh | PP1 inh | GRK2 aptamer HTS | Fh CTSL1 inh | GASC-1 inh | procasp7 counter | procasp3 activ | PP5 inh
CCOC(=O)Cc1csc(NC(=O)c2c(O)c3ccccc3n(CCC(C)C)c2=O)n1 | -2 | 2 | 8 | 0 | -1 | 2 | -7 | 8 | 1.8
CCOc1ccc(N2C(=O)/C(=C/c3ccc(C)o3)C(=O)NC2=S)cc1 | 31 | 13 | 4 | 0 | -8 | 6 | -28 | -5 | 4.0

7 entries from above, as tab-separated lines:
compound	HCV core dimer	VLA-4 inh	PP1 inh	GRK2 aptamer HTS	Fh CTSL1 inh	GASC-1 inh	procasp7 counter	procasp3 activ	PP5 inh
CCOc1ccc(N2C(=O)/C(=C/c3ccc(C)o3)C(=O)NC2=S)cc1	31	13	4	0	-8	6	-28	-5	4.0
CC[C@H]1CN(C)C[C@@]2(C(=O)OC)Cc3c([nH]c4ccccc34)C(=O)C[C@@H]12	-1	-46	-5	2	2	-2	4	-1	1.3
COC(=O)c1cccc(NC(=O)N2C[C@H]3C[C@@H](C2)c2cccc(=O)n2C3)c1	0	-13	-4	0	2	.	17	15	3.0
COC(=O)C1=C(c2ccc(F)cc2OCc2ccccc2)C[C@@H]2CC[C@H]1N2C(=O)NCc1ccc2c(c1)OCO2	.	16	11	0	.	2	3	-2	1.6
Cc1ccc(-c2nc3ccccc3c(=O)n2-c2ccccn2)cc1	-5	7	-1	0	0	-2	5	4	0.4
Cn1c(O)c(/C=C/C=Nc2ccccc2)c(=O)n(C)c1=O	-4	11	4	0	5	11	-11	-11	2.5
CCN1CCN(c2cn[nH]c(=O)c2Cl)CC1	0	0	0	0	5	-36	0	3	0.3

(next part)
SMILES | HCV core dimer | VLA-4 inh | PP1 inh | GRK2 aptamer HTS | Fh CTSL1 inh | GASC-1 inh | procasp7 counter | procasp3 activ | PP5 inh
CSc1nnc(C2CCNCC2)n1C | -8 | 12 | 1 | 2 | -1 | 5 | 9 | -11 | 3.2
C[C@]12CCC3C(CC[C@H]4C[C@H](OC(=O)c5cccnc5)CC[C@]34C)C1CCC2=O (some centres not stated) | . | 11 | . | 2 | . | -1 | 2 | -11 | .
CC(Cc1ccccc1)NCc1ccccc1O (configuration not stated) | 0 | -15 | -4 | 0 | -4 | 1 | 7 | 0 | 0.9
CCC(C)N1C(=O)/C(=C/c2ccc3c(c2)CCN3CCCCl)C(=O)NC1=S (configuration not stated) | 72* | -286 | 0 | 2 | 1 | 30 | -11 | -10 | -3.0
N#CC12CNCC1CN=N2 (configuration not stated) | -3 | 28 | -1 | 0 | -4 | -3 | 6 | -6 | 0.7
C[C@]12CCC3C(CC[C@H]4C[C@@H](O)CC[C@]34C)C1C[C@@H](O)[C@]2(C)O (some centres not stated) | . | -3 | . | 2 | . | -5 | -2 | 13 | .
CCC(C)C1NC(=O)C(C(C)=O)=C1O (configuration not stated) | 0 | -23 | -2 | 1 | 2 | -24 | 3 | 4 | -0.9
O=C(Nc1ccccc1)c1c(O)[nH]c(=O)[nH]c1=O | 7 | 13 | 0 | 1 | -1 | 0 | 0 | 1 | 0.7
O=P1(Oc2ccccc2)CC=C[C@H](COCc2ccccc2)O1 (some centres not stated) | 0 | 5 | -1 | 0 | 1 | 52 | -2 | -11 | 1.0
CCN(CC)S(=O)(=O)c1cccc(N=Nc2c(O)n(CC)c(=S)n(CC)c2=O)c1 | 5 | 5 | 0 | 4 | 3 | 4 | -7 | -13 | 1.8
C[C@H](NC(=O)N1C[C@H]2C[C@@H](C1)c1cccc(=O)n1C2)C(=O)Nc1cccc(F)c1 | -2 | -17 | -7 | 1 | -1 | -1 | 3 | 7 | 2.5
N#CCCn1cc(C(=O)NCc2ccccc2)c(-c2ccc3c(c2)OCCO3)n1 | -3 | -5 | -1 | 0 | 3 | -4 | 7 | 7 | -0.8
COc1cc2c(cc1OC)C(C)NCC2 (configuration not stated) | 8 | 10 | -5 | 0 | -3 | . | 4 | 3 | -2.9
COc1cc2c(cc1OC)[C@H]1C(=O)c3ccc4c(c3O[C@H]1CO2)C[C@@H](C(C)(C)O)O4 | . | 5 | . | 0 | . | 2 | 1 | 4 | .
Fc1ccc(C2N3CCCN23)cc1 (configuration not stated) | -2 | 2 | 0 | 0 | 1 | 6 | 6 | 4 | -2.3
Oc1ccccc1-[n+]1c(-c2ccccc2)cc(-c2ccccc2)cc1-c1ccccc1 | 8 | -34 | -1 | 0 | -1 | -5 | 0 | -3 | -0.4
Cc1cc(C=O)c(C)n1C(C)C | 1 | 0 | -3 | 2 | 3 | -11 | -3 | -1 | 0.1
CCCC1=C(C(=O)OCC)C2(C(=O)Nc3ccc(C)cc32)C(C#N)=C(N)O1 (configuration not stated) | -7 | -4 | -1 | 0 | 1 | 4 | -1 | -4 | 2.1
CNC(C)Cc1ccccc1 (configuration not stated) | . | -9 | . | 4 | . | . | 11 | -1 | .
NC1=C([N+](=O)[O-])C(c2ccc3c(c2)OCO3)c2c(c3ccccc3oc2=O)O1 (configuration not stated) | -2 | -4 | 3 | 0 | -4 | -5 | -17 | 1 | -0.3
COC(=O)C1=C(c2ccc(OC(F)(F)F)cc2)C[C@@H]2CC[C@H]1N2C(=O)NCC1CC1 | . | 12 | -5 | 0 | . | 4 | 6 | 3 | 3.7
CC(C)[C@@]1(NC(=O)[C@@H]2C[C@@H]3c4cccc5[nH]cc(c45)C[C@H]3N(C)C2)O[C@@]2(O)[C@@H]3CCCN3C(=O)[C@H](Cc3ccccc3)N2C1=O | -6 | -197 | 1 | 0 | 1 | -21 | 14 | 5 | 1.5
NS(=O)(=O)c1ccc(N=Cc2c(O)n(-c3ccccc3)c(=O)[nH]c2=O)cc1 | -2 | 12 | -1 | 1 | -5 | -6 | -12 | -9 | 2.5
CCOC(=O)C(=O)NC1CCSC1=O (configuration not stated) | -2 | -9 | -2 | 5 | 1 | -7 | 6 | -6 | 0.4
Cn1c(=O)n(C)c2cc([N+](=O)[O-])c(N3CCNCC3)cc21 | 10 | 9 | 2 | 0 | -4 | -3 | 0 | -1 | 3.2
CCCC[n+]1cc(=N)o[n-]1 | -3 | 7 | -2 | 1 | -3 | 1 | 2 | 3 | -3.3
CC(Cl)(Cl)/C(=N/P(=S)(N1CCOCC1)N1CCOCC1)N1CCOCC1 | 0 | 17 | -9 | 6 | -3 | -6 | 1 | -7 | -2.7
Cc1c(C)c2ccc(OCC(=O)N3CCN(Cc4ccccc4)CC3)cc2oc1=O | . | 3 | . | 0 | . | 11 | 5 | 8 | .
CN1OCC2Cn3c(nc4ccccc43)C21 (configuration not stated) | -7 | 4 | 2 | 0 | 1 | -1 | -3 | 4 | 0.4
CCOC(=O)c1ccc2[nH]c(-c3ccc(S(=O)(=O)F)cc3)cc(=O)c2c1 | 6 | 26 | 1 | 0 | -2 | 4 | 4 | 3 | 1.8
NC(N)=N/N=C/c1cn(-c2ccccc2)nc1-c1cccs1 | -7 | 19 | 17* | 0 | 1 | -7 | 4 | -2 | 4.9
CSc1nnc([C@@H](N)Cc2c[nH]c3ccccc23)o1 | -3 | -5 | 2 | 2 | -2 | 6 | -5 | 3 | -0.8
